CHX counter = affects cycloheximide protein synthesis inhibition readout, counter-screen. cell reporter, cycloheximide protein synthesis inhibition counterscreen. max response, %. 12% of 300,000 active. AID 2314; in the data active = max response mostly above about 13%, no sharp cut-off; inactive = mostly below about 14%; note: read at 38.3 µM for the half of the compounds with a filed dose; 0% is about no effect
Shiga toxin inh = blocks Shiga toxin action in Vero cells; Vero cells, Shiga toxin protein synthesis inhibition reporter; 9.2% of 290,000 active; inhibition, % at 38.7 µM; in the data active = inhibition mostly above about 28%, no sharp cut-off; inactive = mostly below about 43%; note: 0% is about no effect
FBPA Giardia inh = Giardia lamblia aldolase inhibition. A8B2U2. purified Giardia FBPA. Potency, µM (series often up to 59.6 µM), for the others: at the top dose activity, negative = inhibition, usual class: inhibitors. 0.71% of 290,000 active. AID 2451; note: potency is the fitted concentration of half-maximal effect; % is set by controls: 0 for no effect and ±100 for the full control effect; nearly all actives have a fitted effect of over 55% in size
Target sequence (A8B2U2 whole entry, looked up): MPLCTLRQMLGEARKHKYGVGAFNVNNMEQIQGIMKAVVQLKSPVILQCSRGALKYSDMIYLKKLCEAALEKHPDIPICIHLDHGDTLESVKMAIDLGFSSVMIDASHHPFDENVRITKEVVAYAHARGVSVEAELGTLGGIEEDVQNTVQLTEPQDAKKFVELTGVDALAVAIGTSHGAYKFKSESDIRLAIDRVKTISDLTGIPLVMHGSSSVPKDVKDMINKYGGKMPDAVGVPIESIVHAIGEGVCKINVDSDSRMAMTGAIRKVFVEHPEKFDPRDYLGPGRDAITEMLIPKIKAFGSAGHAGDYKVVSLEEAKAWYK
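Giardia FBPA (40 nM reagent) was preincubated 10 min at RT with compound (up to 57.5 uM final), then substrate plus GAPDH/TPI/NAD/arsenate coupling system with diaphorase/resazurin was added; resorufin fluorescence (525/598 nm) was read after 20 min.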
Sm TGR inh = inhibitors of Schistosoma mansoni thioredoxin glutathione reductase | purified TGR, DTNB reduction, TNB absorbance 405 nm | Potency, µM (titrated, usually from 114 µM), for the others: at the top dose activity change, negative = inhibition, actives largely listed as inhibitors | 3% of 360,000 active | Q962Y6; note: potency is the fitted concentration of half-maximal effect; % is set by controls: 0 for no effect and ±100 for the full control effect; nearly all actives have a fitted effect of over 60% in size
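Kinetic colorimetric format: TGR-catalysed, NADPH-driven DTNB reduction monitored via TNB absorbance. Enzyme dispensed at 20 nM; compound exposure 15 min at room temperature before reaction start.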
Starred values were filed as active, the others as inactive; ? = inconclusive; nt = no result given; [ ] = another dose, or the depositor's remark. Unless noted, calls come from the whole dose curve; as a rule, active = well fitted curve in the direction sought with a large enough effect; inconclusive = small, poorly fitted or top-dose-only effect, or another doubt; inactive = no such curve, though single readings can be large; an effect the other way counts as inactive or inconclusive. The list is partial; the hit share may differ from the screen's.

A first look (four entries):
SMILES	CHX counter	Shiga toxin inh	FBPA Giardia inh	Sm TGR inh
CNc1cc(-c2ccccc2C)ncn1	nt	nt	-11%	nt
COc1ccc(O[C@H]2C=C[C@@H](c3ccccc3)O[C@@H]2CON=C(C)C)cc1	nt	nt	-1%[12.9 µM]	nt
COc1ccc(-c2oc3ccc(C)cc3c(=O)c2O)cc1OC	nt	nt	2%	nt
COc1cccc(-c2cc(=O)c3ccc(OC)cc3o2)c1	nt	nt	4%	nt

This part in full, from the start:
SMILES	CHX counter	Shiga toxin inh	FBPA Giardia inh	Sm TGR inh
CNc1cc(-c2ccccc2C)ncn1	nt	nt	-11%	nt
COc1ccc(O[C@H]2C=C[C@@H](c3ccccc3)O[C@@H]2CON=C(C)C)cc1	nt	nt	-1%[12.9 µM]	nt
COc1ccc(-c2oc3ccc(C)cc3c(=O)c2O)cc1OC	nt	nt	2%	nt
COc1cccc(-c2cc(=O)c3ccc(OC)cc3o2)c1	nt	nt	4%	nt
COCC(=O)N1CCC2(CCN(Cc3ccccc3)CC2)CC1	nt	nt	1%	nt
c1ccc(Nc2ncnc3ccc(-c4ccoc4)cc23)cc1	nt	nt	-5%	nt
CC(C)C[C@@H](CC(=O)N[C@@H](CCC(=O)O)CC(=O)O)NC(=O)[C@@H]1CCCC[C@H]1NC(=O)C[C@H](CCCN)NC(=O)C[C@H](Cc1ccccc1)NC(=O)[C@@H]1CCCC[C@H]1N	nt	nt	-8%	nt
CC(C)CO/N=C1/C[C@@H](O)[C@@H](O)[C@@H]2[C@@H]3C(=O)N([C@@H](C)c4ccccc4)C(=O)[C@H]3CC[C@H]12	nt	nt	-4%[12.9 µM]	nt
CCCn1c(C)c(C(=O)c2ccc3ccccc3c2)c2ccccc21	nt	nt	-10%	nt
CC(=O)OC1CC[C@]2(C)C(CCC3C2CC[C@]2(C)C(C4=CC(=O)OC4)C(OC(C)=O)CC32O)C1 (stereo partly specified)	nt	nt	1%	nt

Pulled by structure from above (five):
SMILES	CHX counter	Shiga toxin inh	FBPA Giardia inh	Sm TGR inh
COc1cccc(-c2cc(=O)c3ccc(OC)cc3o2)c1	nt	nt	4%	nt
CC(C)CO/N=C1/C[C@@H](O)[C@@H](O)[C@@H]2[C@@H]3C(=O)N([C@@H](C)c4ccccc4)C(=O)[C@H]3CC[C@H]12	nt	nt	-4%[12.9 µM]	nt
CCCn1c(C)c(C(=O)c2ccc3ccccc3c2)c2ccccc21	nt	nt	-10%	nt
COCC(=O)N1CCC2(CCN(Cc3ccccc3)CC2)CC1	nt	nt	1%	nt
c1ccc(Nc2ncnc3ccc(-c4ccoc4)cc23)cc1	nt	nt	-5%	nt

(listing goes on)
SMILES	CHX counter	Shiga toxin inh	FBPA Giardia inh	Sm TGR inh
COCCn1c(C(=O)N(C)C)cc2c1C[C@H]1CN(C(=O)c3ccccc3)[C@@](Cc3ccc(F)cc3)(C(=O)OC)[C@@H]21	nt	nt	4%	nt
Oc1ccccc1C1C=C(c2ccc3c(c2)OCO3)NC(c2cccc(Br)c2)N1 (stereo unspecified)	28*	93*	nt	nt
Cc1cc2c(s1)c1cnn(Cc3ccc(F)c(F)c3F)c(=O)c1n2C	10	20	nt	nt
O=S(=O)(c1c(F)cccc1F)N1CCN(S(=O)(=O)c2c(F)cccc2F)CC1	0	-9	nt	nt
COc1ccc(-c2nc(N3CCN(S(=O)(=O)c4ccccc4)CC3)c3ccccc3n2)cc1	18	48	nt	nt
C[C@H]1CN(S(=O)(=O)c2c(F)cccc2F)CCN1S(=O)(=O)c1ccc2c(c1)OCCO2	-7	-6	nt	nt
O=C(COC(=O)C12CC3CC(CC(O)(C3)C1)C2)NCc1ccco1	3	15	nt	nt
C=CCc1cc(F)c(S(=O)(=O)N2CCN(S(=O)(=O)c3ccc4c(c3)OCCO4)CC2)cc1F	-2	-7	nt	nt
COc1ccc(Cn2ncc3c4sc(C)cc4n(C)c3c2=O)cc1	-2	20	nt	nt
CC(Cl)OC(=O)Nc1cccc2cccnc12 (stereo unspecified)	1	-13	nt	nt
O=S(=O)(c1ccccc1)N1CCN(c2nc(-c3ccc(F)cc3)nc3cc(Cl)ccc23)CC1	13	-3	nt	nt
NS(=O)(=O)Nc1c(Br)cc(Br)c2cccnc12	-2	-6	nt	nt
Oc1ccc(Cl)cc1C1C=C(c2ccc3c(c2)OCO3)NC(c2c(F)cccc2Cl)N1 (stereo unspecified)	60*	69*	nt	nt
O=S(=O)(c1ccccc1)N1CCN(S(=O)(=O)c2ccc3c(c2)OCCO3)CC1	-3	-10	nt	nt
Cc1nc2ccc(S(=O)(=O)N3CCN(S(=O)(=O)c4c(F)cccc4F)CC3)cc2s1	-11	-6	nt	nt
Cn1ccc2cc(S(=O)(=O)N3CCN(S(=O)(=O)c4c(F)cccc4F)CC3)ccc21	-6	-6	nt	nt
CC(C)c1cc2c(s1)c1cnn(Cc3ccccc3F)c(=O)c1n2C	8	17	nt	nt
O=C(CN1C(=O)N/C(=C\c2cccn2-c2cccc(C(=O)O)c2)C1=O)Nc1ccccc1F	-2	-8	nt	nt
O=S(=O)(c1ccc2c(c1)OCCO2)N1CCN(S(=O)(=O)c2cc(F)c(Br)cc2F)CC1	-9	-6	nt	nt
Cc1ccc(S(=O)(=O)Nc2cc(Br)cc3cccnc23)cc1	14	-11	nt	nt
CCOC(=O)CCc1cc(F)c(S(=O)(=O)N2CCN(S(=O)(=O)c3ccc4c(c3)OCCO4)CC2)cc1F	-4	-7	nt	nt
COc1ccc(-c2nc(N3CCN(S(=O)(=O)c4ccc(F)cc4)CC3)c3ccccc3n2)cc1	16	37	nt	nt
O=S(=O)(c1ccc(F)cc1)N1CCN(S(=O)(=O)c2ccc3c(c2)OCCO3)CC1	-9	-13	nt	nt
Cc1ccc(C2CCN(C(=O)c3cnn(-c4cccc(Cl)c4)c3C3CCN(C(=O)OC(C)(C)C)CC3)C2)cc1 (stereo unspecified)	nt	nt	nt	-1%
COc1ccc(C2CC(=O)N(Cc3cccc(C)c3)c3c2c(C)nn3-c2nc(C)cc(C)n2)c(OC)c1 (stereo unspecified)	nt	nt	nt	10%
CC(C)(C)c1ccc(C(=O)NCC(=O)OCc2cc(=O)n3nc(C4CC4)sc3n2)cc1	nt	nt	nt	-6%
Cc1ccc(Cl)cc1N1CCN(C(=O)c2sc3nc4n(c(=O)c3c2C)CCC4)CC1	nt	nt	nt	6%
Cc1cccc(N2CCN(c3c(CN4CCCC4)c(=O)oc4ccccc34)CC2)c1C	nt	nt	nt	7%
CCCCOc1ccc(C(=O)Nc2nnc3n2CCS3)cc1	nt	nt	nt	1%
CC(C)(C)OC(=O)N1CCC(c2c(C(=O)N3CCN(C(=O)c4ccco4)CC3)cnn2-c2ccccc2Cl)CC1	nt	nt	nt	?
Cc1cccc(OCC(=O)NCc2ccc3c(c2)CCN3C(=O)c2ccccc2)c1	nt	nt	nt	2%
CCc1ccc(S(=O)(=O)c2cn(CC)c3cc(N4CCCCC4)c(F)cc3c2=O)cc1	nt	nt	nt	0%
CC(=O)C1=C(c2ccc(Cl)c(Cl)c2)N(C(C)=O)n2cnnc2S1	nt	nt	nt	10µM*
COc1cccc(CNC(=O)C2CCN(S(=O)(=O)c3ccc4c(ccn4C)c3)CC2)c1	nt	nt	nt	-1%
Cc1cc(=O)n2nc(N(C)CC(=O)NCc3ccc(Cl)cc3)sc2n1	nt	nt	nt	-1%
COc1ccc(Cl)cc1NC(=O)c1sc2nc(-c3ccc(OC)c(OC)c3)ccc2c1N	nt	nt	nt	1%
Cn1c(=O)oc2cc(S(=O)(=O)N3CCCC(C(=O)NCCc4ccc(Cl)cc4)C3)ccc21 (stereo unspecified)	nt	nt	nt	3%
CC(C)c1ccccc1NC(=O)Cn1cnc2c1c(=O)n(C)c(=O)n2C	nt	nt	nt	-2%
Cc1cc2c(cc1S(=O)(=O)Nc1cccc(Cl)c1C)OCCN2C	nt	nt	nt	?
COc1ccc(C(=O)NCc2ccc3c(c2)CCN3C(C)=O)c(OC)c1	nt	nt	nt	-4%
CC1=C(C(=O)Nc2cccnc2)C(c2ccc(F)cc2)n2nc(-c3cccc(C)c3)nc2N1 (stereo unspecified)	nt	nt	nt	1%
Cc1ccc2oc(C(=O)Nc3sc4c(c3C(=O)NCc3cccnc3)CCCC4)cc(=O)c2c1	nt	nt	nt	-3%
COc1cccc(NC(=O)c2sc3nc(C)c(C(=O)Nc4ccc(Cl)cc4)c(-c4ccc(Br)cc4)c3c2N)c1	nt	nt	nt	2%
COc1cc2nc(SCC(=O)Nc3ccc(F)cc3)n3nc(CCn4c(C)nc5ccccc54)nc3c2cc1OC	nt	nt	nt	0%
COc1ccc(Cl)cc1NC(=O)c1cc2ccc3ccc(C)[nH]c3c2n1	nt	nt	nt	0%
Cc1ccc(-c2nn(-c3ccc(F)cc3)c3c2cnc2cc(F)c(F)cc23)cc1	nt	nt	nt	-1%
COC(=O)c1ccccc1NC(=O)Cn1c(=O)n(CCCC(=O)NCc2ccccc2Cl)c(=O)c2ccccc21	nt	nt	nt	22%
Cc1ccccc1C(=O)Nc1nnc(S(=O)(=O)N2CCCc3ccccc32)s1	nt	nt	nt	1%
O=C(NCCCN1CCCCC1)c1[nH]c2ccccc2c1Sc1ccc(Cl)cc1	nt	nt	nt	6%
COc1cccc(CNC(=O)Cc2c(C)c3ccc(OC)c(C)c3oc2=O)c1	nt	nt	nt	14%
(list continues)
SMILES	CHX counter	Shiga toxin inh	FBPA Giardia inh	Sm TGR inh
CCCCCN1C(C(=O)c2ccccc2)=C(NC(=O)c2ccc(OC)c(OC)c2)c2ccccc2S1(=O)=O	nt	nt	nt	14%
Cc1ccc(C(=O)n2nc(C)c(S(=O)(=O)N3CCOCC3)c2C)cc1	nt	nt	nt	-12%
CCOc1ccc(C(=O)Nc2cccc(OCc3cc(=O)n4ccccc4n3)c2)cc1	nt	nt	nt	2%
CCOc1ccccc1N1CC(c2nc3ccccc3n2CCCOc2ccc(OC)cc2)CC1=O (stereo unspecified)	nt	nt	nt	-4%
CC(C)N(Cc1ccccc1)C(=O)c1nc(-c2ccc(Cl)cc2)n2c1CCCCC2	nt	nt	nt	-6%
COc1ccccc1C(=O)Nc1nc2nc(C)c(Cc3ccccc3)c(=O)n2[nH]1	nt	nt	nt	-11%
Cc1ccc(-c2nc(S(=O)(=O)c3ccc(C)cc3)c(SCC(=O)c3ccccc3)o2)cc1	nt	nt	nt	-24%
CC(C)CCNC(=O)CCCN1C(=O)c2ccccc2Sc2ncccc21	nt	nt	nt	3%
CCC(CC)C(=O)Nc1ccc2nc(SCC(=O)N3CCCC3)sc2c1	nt	nt	nt	?
Cc1cc(Cl)ccc1OCC(=O)N1CCC(c2nc3ccccc3o2)CC1	nt	nt	nt	4%

Single values from the list:
Reading of `Cc1cc(=O)n2nc(N(C)CC(=O)NCc3ccc(Cl)cc3)sc2n1` under Sm TGR inh: -1%
Reading of `O=C(COC(=O)C12CC3CC(CC(O)(C3)C1)C2)NCc1ccco1` under Shiga toxin inh: 15

Going on with the list:
SMILES	CHX counter	Shiga toxin inh	FBPA Giardia inh	Sm TGR inh
O=C(NCc1ccccc1)c1ccc(CNS(=O)(=O)c2ccc(Br)cc2)cc1	nt	nt	nt	13%
CCc1ccc(-n2c(=O)c3c4c(sc3n(Cc3ccc(C)cc3)c2=O)CCC4)cc1	nt	nt	nt	-3%
COc1cc(C(=O)Nc2sc3c(c2C(N)=O)CCC(C)C3)cc(OC)c1OC (stereo unspecified)	nt	nt	nt	3%
Cc1ccn2c(Nc3ccc4c(c3)OCCO4)c(-c3cccs3)nc2c1	nt	nt	nt	-12%
CCOc1ccc(Nc2sc(C(=O)c3ccc4c(c3)OCO4)c(N)c2S(=O)(=O)c2ccc(C)cc2)cc1	nt	nt	nt	0%
Cc1ccc(C)c(N2C(=O)N(Cc3cc(=O)n4ccccc4n3)c3ccccc3S2(=O)=O)c1	nt	nt	nt	-4%
CC(=O)c1cccc(NC(=O)CSc2nc3c(=O)n(C)c(=O)n(C)c3n2C)c1	nt	nt	nt	10%
COc1ccc(NC(=O)Cc2csc(C)n2)cc1	nt	nt	nt	0%
Cc1ccc2nc(N(Cc3cccnc3)C(=O)COc3ccccc3)sc2c1	nt	nt	nt	-7%
CCCOc1ccc(CNC(=O)C2CCN(C(=O)c3sccc3-n3cccc3)CC2)cc1	nt	nt	nt	0%
Cc1cccc(C(=O)NCCc2sc(-c3ccccc3)nc2C)c1	nt	nt	nt	8%
Cc1ccc(S(=O)(=O)n2nc(-c3ccccc3)nc2NCc2ccccc2Cl)cc1	nt	nt	nt	-3%
COc1ccc(N2CCN(C(=O)c3ccc4c(c3)N(Cc3cccc(Cl)c3)C(=O)c3ccccc3S4(=O)=O)CC2)cc1	nt	nt	nt	12%
